Screening results (PubChem BioAssay)
BCLXL inh = Bcl-xL (human) inhibition. AID 2129. Q07817. inhibition, % at 10.9 µM. hit rate 0.7% among 320,000. GST-Bcl-xL / FITC-Bim BH3 peptide fluorescence polarization;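 active = inhibition above the mean of all tested compounds plus 3 SD, cutoff set per campaign, cut at about 30% in these data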;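 also: 0% = DMSO wells and 100% = unlabeled Bim-BH3 peptide competitor; inhibitors lower millipolarization by displacing the labeled peptide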
Target sequence (Q07817 whole entry, looked up): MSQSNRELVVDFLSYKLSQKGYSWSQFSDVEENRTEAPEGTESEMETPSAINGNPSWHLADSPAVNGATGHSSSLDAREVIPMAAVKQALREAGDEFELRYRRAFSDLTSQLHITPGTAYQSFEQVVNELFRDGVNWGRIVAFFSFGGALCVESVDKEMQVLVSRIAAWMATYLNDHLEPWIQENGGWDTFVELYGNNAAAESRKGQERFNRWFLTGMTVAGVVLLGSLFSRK
Fam108B counter = counter-screen for RBBP9 inhibitors: inhibitors of mouse Fam108B. inhibition, % at 9.51 µM. hit rate 0.33% among 300,000. recombinant Fam108B, FP-Rh probe fluorescence polarization;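 active = inhibition above the screen mean inhibition plus 3 SD, computed separately per campaign, cut at about 18% in these data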;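 also: inhibitors lower polarization as less probe binds the enzyme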
MEX-5 binding = C. elegans MEX-5 TCR-2 RNA binding activity; AID 1832; activity score (negative = inhibition of binding), % at 10 µM; MEX-5/FITC-TCR2 RNA binding, fluorescence polarization; active compounds read low; hit rate 0.38% among 300,000;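 active = inhibition past about -25% in most replicates, and total fluorescence under double the plate's negative control median, limit read from the data; inconclusive = replicates evenly split on the limit, or fluorescence at least double controls; inactive = too little inhibition in most replicates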;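 also: 0% = DMSO and -100% = 5 µM competing unlabeled TCR2 RNA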
GRK2 inh = blocks RNA aptamer binding to human GRK2; P25098; bead flow cytometry, FAM-aptamer displacement from GRK2; inhibition of aptamer binding, % at 10 µM; hit rate 0.59% among 330,000;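 active = inhibition of aptamer binding above 40%, roughly 3 SD of noise, on plates passing a quality check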;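 also: median bead fluorescence of bound FAM aptamer so fluorescent compounds give negative values; no value below 0 was filed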
VLA-4 inh = inhibition in a human VLA-4 binding assay; P13612; AID 2557; VLA-4 expressing cells, ligand binding flow cytometry; hit rate 0.2% among 330,000; inhibition, % (about 7 µM as worked out from the volumes in the protocol); in the data active = inhibition above about 50%
AGP1-GFP MLPCN = modulators of TOR pathway AGP1-GFP in S. cerevisiae | hit rate 0.02% among 320,000 | GFP response vs DMSO, % at 10 µM | S. cerevisiae AGP1-GFP multiplex flow cytometry, 3 h; GFP as percent of DMSO wells;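 active = GFP response relative to DMSO above a set limit, near screen average plus 3 SD, cut at about 150% in these data; inconclusive = fewer than 70 cells counted for the yeast strain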;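 also: median GFP channel fluorescence of the gated AGP1 strain per well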
GLD-1 TGE inh = GLD-1-TGE RNA interaction inhibition (C. elegans). Q17339. inhibition, % at 5.96 µM. AID 2280. hit rate 0.44% among 320,000. purified GLD-1 + fluorescein TGE RNA, fluorescence polarization;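 active = percent inhibition above a per-plate cutoff, the plate mean of test compounds plus 3 SD, cut at about 30% in these data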;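 also: 0% = DMSO wells with GLD-1 and probe and 100% = wells lacking GLD-1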
Target sequence (Q17339 whole entry, looked up): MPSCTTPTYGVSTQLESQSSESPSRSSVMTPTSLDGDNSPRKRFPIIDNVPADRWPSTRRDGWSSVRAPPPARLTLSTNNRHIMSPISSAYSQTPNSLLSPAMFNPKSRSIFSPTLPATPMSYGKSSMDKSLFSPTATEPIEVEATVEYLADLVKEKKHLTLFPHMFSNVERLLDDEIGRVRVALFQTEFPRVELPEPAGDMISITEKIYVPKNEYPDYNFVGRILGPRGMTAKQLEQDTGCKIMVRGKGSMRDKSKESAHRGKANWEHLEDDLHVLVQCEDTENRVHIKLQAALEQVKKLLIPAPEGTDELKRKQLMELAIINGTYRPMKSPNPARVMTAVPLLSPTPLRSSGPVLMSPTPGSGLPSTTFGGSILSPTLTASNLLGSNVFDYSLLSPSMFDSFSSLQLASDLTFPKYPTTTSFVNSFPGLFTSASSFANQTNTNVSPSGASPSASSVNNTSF
CIT2 TOR yeast = alters CIT2-GFP fluorescence in TOR pathway yeast screen. AID 2029. GFP response vs DMSO, % at 10 µM. S. cerevisiae CIT2-GFP strain, flow cytometry, 3 h; 100 means same as DMSO wells. hit rate 0.065% among 320,000;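 active = GFP response relative to DMSO above a set limit, near the screen mean plus 3 SD, cut at about 150% in these data; inconclusive = Fewer than 70 cells measured for a yeast strain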;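 also: ratio of well median GFP fluorescence to mean of DMSO wells on the plate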
MCL1-BIM inh = MCL1-BIM-BH3 interaction inhibition (human). Q07820. GST-MCL1 / FITC-Bim-BH3 fluorescence polarization. inhibition, % at 10.9 µM. hit rate 0.68% among 320,000. AID 2057;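 active = inhibition above the mean inhibition of all tested compounds plus 3 SD, set per campaign, cut at about 40% in these data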;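 also: 0% = DMSO wells and 100% = unlabeled Bim-BH3 peptide control; higher means more loss of mP so more displacement of Bim peptide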
Target sequence (Q07820 whole entry, looked up): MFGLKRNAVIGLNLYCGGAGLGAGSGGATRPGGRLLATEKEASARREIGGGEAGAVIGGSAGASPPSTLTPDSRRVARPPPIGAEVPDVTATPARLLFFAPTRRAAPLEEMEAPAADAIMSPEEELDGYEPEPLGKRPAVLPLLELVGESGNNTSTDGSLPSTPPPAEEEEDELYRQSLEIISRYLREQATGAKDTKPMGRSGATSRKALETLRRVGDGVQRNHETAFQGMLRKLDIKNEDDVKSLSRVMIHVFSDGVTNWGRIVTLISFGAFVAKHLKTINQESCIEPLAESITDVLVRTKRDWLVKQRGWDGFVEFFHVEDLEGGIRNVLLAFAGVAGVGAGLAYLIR
* = called active by the depositor; [ ] = remark or other dose.

What do the screens show for `CCC(Oc1ccccc1)C(=O)Nc1nnc(C(F)(F)F)s1` (stereo unspecified)?
BCLXL inh: 11; Fam108B counter: 3; GRK2 inh: 3; VLA-4 inh: -8; AGP1-GFP MLPCN: 99; GLD-1 TGE inh: 1; CIT2 TOR yeast: 104; MCL1-BIM inh: 10

How did CC1=NCCN1S(=O)(=O)c1c(C(C)C)cc(C(C)C)cc1C(C)C do in these assays?
BCLXL inh: 3; Fam108B counter: 1; MEX-5 binding: -0.1; GRK2 inh: 4; VLA-4 inh: 12; AGP1-GFP MLPCN: 90; GLD-1 TGE inh: 11; CIT2 TOR yeast: 81; MCL1-BIM inh: 2

How did CCOc1ncccc1C(=O)OCC(=O)Nc1ccc2c(c1)OCCO2 do in these assays?
BCLXL inh: 2; GRK2 inh: 0; VLA-4 inh: 1; AGP1-GFP MLPCN: 98; GLD-1 TGE inh: 5; CIT2 TOR yeast: 100; MCL1-BIM inh: 0

How did CCC(OC(=O)c1ccco1)C(=O)NCc1ccc(C)cc1 (stereo unspecified) do in these assays?
BCLXL inh: 5; Fam108B counter: 1; MEX-5 binding: -0.4; GRK2 inh: 0; VLA-4 inh: 4; AGP1-GFP MLPCN: 96; GLD-1 TGE inh: 7; CIT2 TOR yeast: 95; MCL1-BIM inh: 2

Results for CCOC(=O)c1cccc(Nc2nc(-c3cccnc3)nc3ccccc23)c1 ?
BCLXL inh: 1; Fam108B counter: -15; MEX-5 binding: -1.5; GRK2 inh: 0; VLA-4 inh: 3; AGP1-GFP MLPCN: 83; GLD-1 TGE inh: 11; CIT2 TOR yeast: 85; MCL1-BIM inh: 0

How did CC(=O)Nc1cccc(NC(=O)C2CC(=O)N(C3CCCCC3)C2)c1 (stereo unspecified) do in these assays?
BCLXL inh: 5; Fam108B counter: -1; MEX-5 binding: -0.9; GRK2 inh: 14; VLA-4 inh: -2; AGP1-GFP MLPCN: 98; GLD-1 TGE inh: 3; CIT2 TOR yeast: 98; MCL1-BIM inh: 4

How did CCCc1cc(C(=O)N2CCCC(C(=O)c3ccc(Cl)cc3)C2)n(C)n1 (stereo unspecified) do in these assays?
BCLXL inh: 4; Fam108B counter: -2; MEX-5 binding: -0.5; GRK2 inh: 0; VLA-4 inh: 0; AGP1-GFP MLPCN: 99; GLD-1 TGE inh: 9; CIT2 TOR yeast: 101; MCL1-BIM inh: 2

How did CN(C)c1nc(N)nc(-c2ccco2)n1 do in these assays?
BCLXL inh: 6; Fam108B counter: 8; MEX-5 binding: 0.9; GRK2 inh: 1; VLA-4 inh: -1; AGP1-GFP MLPCN: 94; GLD-1 TGE inh: 0; CIT2 TOR yeast: 99; MCL1-BIM inh: 10

How did Cc1occc1C(=O)NNC(=O)c1ccccc1Br do in these assays?
BCLXL inh: 2; Fam108B counter: -1; MEX-5 binding: 4.5; GRK2 inh: 1; VLA-4 inh: 17; AGP1-GFP MLPCN: 92; GLD-1 TGE inh: 1; CIT2 TOR yeast: 97; MCL1-BIM inh: 8

Results for CS(=O)(=O)N1CCC(Oc2ccccc2C(=O)NC2CCOC2)CC1 (stereo unspecified) ?
BCLXL inh: 1; Fam108B counter: 2; MEX-5 binding: 1.4; GRK2 inh: 0; VLA-4 inh: 3; AGP1-GFP MLPCN: 81; GLD-1 TGE inh: -1; CIT2 TOR yeast: 104; MCL1-BIM inh: 1

Two neighbouring compounds already listed:
How did CCC(OC(=O)c1ccco1)C(=O)NCc1ccc(C)cc1 (stereo unspecified) do in these assays?
BCLXL inh: 5; Fam108B counter: 1; MEX-5 binding: -0.4; GRK2 inh: 0; VLA-4 inh: 4; AGP1-GFP MLPCN: 96; GLD-1 TGE inh: 7; CIT2 TOR yeast: 95; MCL1-BIM inh: 2

Results for CCOC(=O)c1cccc(Nc2nc(-c3cccnc3)nc3ccccc23)c1 ?
BCLXL inh: 1; Fam108B counter: -15; MEX-5 binding: -1.5; GRK2 inh: 0; VLA-4 inh: 3; AGP1-GFP MLPCN: 83; GLD-1 TGE inh: 11; CIT2 TOR yeast: 85; MCL1-BIM inh: 0

Later entries.
What do the screens show for `C=C(C)CSc1nnc([C@@H](NC(=O)OC(C)(C)C)C(C)CC)o1` (stereo partly specified)?
BCLXL inh: -1; Fam108B counter: -4; MEX-5 binding: -1.3; GRK2 inh: 2; VLA-4 inh: 15; AGP1-GFP MLPCN: 93; GLD-1 TGE inh: 5; MCL1-BIM inh: 0

What do the screens show for `CCCn1nnc(NC(=O)c2ccc(OCC)c(Cl)c2)n1`?
BCLXL inh: 2; Fam108B counter: -2; MEX-5 binding: 1.6; GRK2 inh: 0; VLA-4 inh: 3; AGP1-GFP MLPCN: 88; GLD-1 TGE inh: 5; CIT2 TOR yeast: 86; MCL1-BIM inh: 5

What do the screens show for `COc1cccc(C(C(=O)NC2CCCCC2)N(C(=O)Cc2cccs2)c2ccc(-n3cnnn3)c(OC)c2)c1` (stereo unspecified)?
BCLXL inh: -3; Fam108B counter: 0; MEX-5 binding: 0.0; GRK2 inh: 0; VLA-4 inh: 54*; AGP1-GFP MLPCN: 100; GLD-1 TGE inh: -1; CIT2 TOR yeast: 94; MCL1-BIM inh: 3

How did CCC(CC)C(=O)Nc1c(C(=O)N2CCN(c3ccccc3)CC2)oc2ccccc12 do in these assays?
BCLXL inh: 0; Fam108B counter: -1; MEX-5 binding: 1.3; GRK2 inh: 0; VLA-4 inh: 7; AGP1-GFP MLPCN: 102; GLD-1 TGE inh: -9; CIT2 TOR yeast: 100; MCL1-BIM inh: -7

What do the screens show for `CCOC(=O)c1c(C)oc2c1c1c(c3ccccc32)OCN(CCCC(=O)O)C1`?
BCLXL inh: 4; Fam108B counter: -2; MEX-5 binding: -4.0; GRK2 inh: 0; VLA-4 inh: 3; AGP1-GFP MLPCN: 97; GLD-1 TGE inh: 13; CIT2 TOR yeast: 87; MCL1-BIM inh: 3

What do the screens show for `CCn1c(C)nc2cc(C(=O)OC)ccc21`?
BCLXL inh: 2; Fam108B counter: 1; MEX-5 binding: -0.9; GRK2 inh: 0; VLA-4 inh: -5; AGP1-GFP MLPCN: 102; GLD-1 TGE inh: -4; CIT2 TOR yeast: 96; MCL1-BIM inh: -3

What do the screens show for `CCCCOC(=O)CSCC(=O)N1N=C(c2cccs2)CC1c1ccc(F)cc1` (stereo unspecified)?
BCLXL inh: 3; Fam108B counter: -3; MEX-5 binding: -0.2; GRK2 inh: 5; VLA-4 inh: 10; AGP1-GFP MLPCN: 97[may fluoresce violet]; GLD-1 TGE inh: -2; CIT2 TOR yeast: inconclusive; MCL1-BIM inh: 6

How did CCCc1cc(=O)oc2cc(OCC(=O)NCCc3ccc(S(N)(=O)=O)cc3)ccc12 do in these assays?
BCLXL inh: -1; Fam108B counter: 0; MEX-5 binding: -1.0; GRK2 inh: 0; VLA-4 inh: 4; AGP1-GFP MLPCN: 120; GLD-1 TGE inh: 3; CIT2 TOR yeast: 116; MCL1-BIM inh: 0

What do the screens show for `COc1ccc(C(CNC(=O)/C=C/c2c(Cl)nc3ccccn23)N(C)C)cc1` (stereo unspecified)?
BCLXL inh: 3; Fam108B counter: 0; MEX-5 binding: -0.4; GRK2 inh: 0; VLA-4 inh: 9; AGP1-GFP MLPCN: 97; GLD-1 TGE inh: -2; CIT2 TOR yeast: 95; MCL1-BIM inh: 7

Results for O=C(NNS(=O)(=O)c1cccc(Cl)c1)c1cc(-c2ccc(F)cc2)nc2ccccc12 ?
BCLXL inh: 4; Fam108B counter: -10; MEX-5 binding: 3.6; GRK2 inh: 1; VLA-4 inh: 6; AGP1-GFP MLPCN: 114; GLD-1 TGE inh: 0; CIT2 TOR yeast: 115; MCL1-BIM inh: 4

In the list so far, these have a thiophene ring, fused or not.
What do the screens show for `COc1cccc(C(C(=O)NC2CCCCC2)N(C(=O)Cc2cccs2)c2ccc(-n3cnnn3)c(OC)c2)c1` (stereo unspecified)?
BCLXL inh: -3; Fam108B counter: 0; MEX-5 binding: 0.0; GRK2 inh: 0; VLA-4 inh: 54*; AGP1-GFP MLPCN: 100; GLD-1 TGE inh: -1; CIT2 TOR yeast: 94; MCL1-BIM inh: 3

What do the screens show for `CCCCOC(=O)CSCC(=O)N1N=C(c2cccs2)CC1c1ccc(F)cc1` (stereo unspecified)?
BCLXL inh: 3; Fam108B counter: -3; MEX-5 binding: -0.2; GRK2 inh: 5; VLA-4 inh: 10; AGP1-GFP MLPCN: 97[may fluoresce violet]; GLD-1 TGE inh: -2; CIT2 TOR yeast: inconclusive; MCL1-BIM inh: 6

(continued)
How did CC(=O)/C(N=Nc1ccc(C(=O)O)cc1[N+](=O)[O-])=C(\C)O do in these assays?
BCLXL inh: 9; Fam108B counter: 0; MEX-5 binding: -1.5; GRK2 inh: 20; VLA-4 inh: 5; AGP1-GFP MLPCN: 107; GLD-1 TGE inh: -3; CIT2 TOR yeast: 106; MCL1-BIM inh: 10

What do the screens show for `S=C(c1ccc(-c2cc(Cl)ccc2Cl)o1)N1CCOCC1`?
BCLXL inh: 13; Fam108B counter: 6; MEX-5 binding: 0.6; GRK2 inh: 1; VLA-4 inh: -4; AGP1-GFP MLPCN: 103; GLD-1 TGE inh: 3; CIT2 TOR yeast: 111; MCL1-BIM inh: 12

Results for Cc1ccc(Nc2nc(=O)c3cc([N+](=O)[O-])ccc3s2)cc1 ?
BCLXL inh: 6; Fam108B counter: -11; MEX-5 binding: -4.9; GRK2 inh: 0; VLA-4 inh: 1; AGP1-GFP MLPCN: 101; GLD-1 TGE inh: -1; CIT2 TOR yeast: 107; MCL1-BIM inh: 16

Results for Nc1ccn(CC(=O)NCc2ccc3[nH]ccc3c2)c(=O)n1 ?
BCLXL inh: -1; GRK2 inh: 0; VLA-4 inh: 18; AGP1-GFP MLPCN: 99; GLD-1 TGE inh: 0; CIT2 TOR yeast: 94; MCL1-BIM inh: 1

What do the screens show for `COc1ccc(S(=O)(=O)NCC2CCC(C(=O)NCCCN3CCCC3=O)CC2)cc1` (stereo unspecified)?
BCLXL inh: 3; Fam108B counter: 3; MEX-5 binding: -1.2; GRK2 inh: 5; VLA-4 inh: 4; AGP1-GFP MLPCN: 98; GLD-1 TGE inh: 10; CIT2 TOR yeast: 101; MCL1-BIM inh: 2

What do the screens show for `COc1ccc(CN=C2NC(=O)CC(C(=O)Nc3ccc(Cl)cc3)S2)cc1` (stereo unspecified)?
BCLXL inh: 5; Fam108B counter: -3; MEX-5 binding: -1.9; GRK2 inh: 1; VLA-4 inh: 3; AGP1-GFP MLPCN: 89; GLD-1 TGE inh: 5; CIT2 TOR yeast: 92; MCL1-BIM inh: 5

How did CCC(CC)C(=O)Nc1cc(NC(=O)C(CC)CC)cc(C(=O)O)c1 do in these assays?
BCLXL inh: 5; Fam108B counter: -3; MEX-5 binding: 2.7; GRK2 inh: 0; VLA-4 inh: -1; AGP1-GFP MLPCN: 103; GLD-1 TGE inh: 0; MCL1-BIM inh: 4

What do the screens show for `O=C(CN1CCC(n2nnc3cc(F)ccc32)CC1)Nc1ccccc1N1CCOCC1`?
BCLXL inh: 3; Fam108B counter: -1; MEX-5 binding: 0.9; GRK2 inh: 0; VLA-4 inh: 4; AGP1-GFP MLPCN: 101; GLD-1 TGE inh: -6; CIT2 TOR yeast: 97; MCL1-BIM inh: 3

What do the screens show for `CCCN1CNC(=S)N(c2ccccc2C)C1`?
BCLXL inh: 1; Fam108B counter: -2; MEX-5 binding: -1.2; GRK2 inh: 1; VLA-4 inh: 21; AGP1-GFP MLPCN: 92; GLD-1 TGE inh: 2; CIT2 TOR yeast: 100; MCL1-BIM inh: 2
